# sEH act: increases human soluble epoxide hydrolase activity | activation, % at 2 µM | 0.04% of 91,000 active | P34913 | purified human sEH enzymatic activity, activator screen; in the data active = activation above about 37%; also: values of inactives mirror those of a sister screen read the other way
# S1P2 blocker: antagonists of human S1P2 receptor | O95136 | cell-based S1P2 antagonist assay, inhibition at 5 uM | inhibition, % at 5 µM | 0.21% of 97,000 active; in the data active = inhibition above about 45%;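 also: CRE beta-lactamase reporter cells expressing human S1P2 stimulated with S1P; 0% = agonist at EC80 alone and 100% = agonist plus reference antagonist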
# Target sequence (O95136 whole entry, looked up): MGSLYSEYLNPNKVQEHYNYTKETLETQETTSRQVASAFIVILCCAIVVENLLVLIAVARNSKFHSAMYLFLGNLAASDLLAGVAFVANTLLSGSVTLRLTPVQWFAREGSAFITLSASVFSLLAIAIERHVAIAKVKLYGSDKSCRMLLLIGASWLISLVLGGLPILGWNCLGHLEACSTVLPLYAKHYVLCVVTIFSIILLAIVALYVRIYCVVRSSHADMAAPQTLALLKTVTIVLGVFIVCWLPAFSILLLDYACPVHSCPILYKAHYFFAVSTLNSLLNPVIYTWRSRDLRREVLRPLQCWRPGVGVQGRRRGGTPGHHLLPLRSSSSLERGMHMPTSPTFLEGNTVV
# sEH inh: blocks human soluble epoxide hydrolase activity; P34913; recombinant human sEH enzymatic activity assay; inhibition, % at 2 µM; 0.34% of 91,000 active; AID 707; in the data active = inhibition above about 80%; also: values of inactives mirror those of a sister screen read the other way; many of its hits are not listed in these tables
# CYP2C19 inh: inhibitors of human CYP2C19; P33261; CYP2C19 Supersomes, luciferin-H EGE luminescence, 30 min; inhibition, % at 5 µM; 21% of 96,000 active; AID 778;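 active = CYP2C19 inhibition above a set limit at 5 µM in the primary screen, cut at about 50% in these data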;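 also: plate controls were negative control wells for no effect and 2.5 mM tranylcypromine positive control for full effect; values of inactives mirror those of a sister screen read the other way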
# S1P2 ag: S1P2 (human) receptor agonism | O95136 | S1P2-expressing cell line, agonist reporter read-out | activation, % at 4.5 µM | 0.46% of 97,000 active | AID 729; in the data active = activation above about 16%;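 also: 0% = vehicle low control and 100% = maximal reference agonist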
# CYP2C19 act: increases human CYP2C19 enzyme activity; activation factor at 5 µM; recombinant CYP2C19, luciferin-H EGE luminescence; hits give high values; 0 = fully inhibited enzyme, 1 = untreated enzyme; AID 1025; P33261; 96,000 tested, under 10 active;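 active = activation factor of at least 2 at 5 µM in the primary screen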;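 also: 0 = wells with 2.5 mM tranylcypromine and 1 = vehicle-only wells; values of inactives mirror those of a sister screen read the other way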
# DAT uptake mod: changed human dopamine transporter uptake under cocaine IC80 | Q01959 | LLC-PK1 hDAT cells, [14C]-dopamine uptake with cocaine IC80; actives deviate in either direction | 1.3% of 110,000 active | B-score at 10 µM;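 active = Z score or B-score, a plate-position-corrected score, falls beyond the plate's 99.7% confidence bounds, in either direction; inactive = both scores lie inside the 99.7% bounds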;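 also: scored against the spread of the other compound wells on the same plate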
# Target sequence (Q01959 whole entry, looked up): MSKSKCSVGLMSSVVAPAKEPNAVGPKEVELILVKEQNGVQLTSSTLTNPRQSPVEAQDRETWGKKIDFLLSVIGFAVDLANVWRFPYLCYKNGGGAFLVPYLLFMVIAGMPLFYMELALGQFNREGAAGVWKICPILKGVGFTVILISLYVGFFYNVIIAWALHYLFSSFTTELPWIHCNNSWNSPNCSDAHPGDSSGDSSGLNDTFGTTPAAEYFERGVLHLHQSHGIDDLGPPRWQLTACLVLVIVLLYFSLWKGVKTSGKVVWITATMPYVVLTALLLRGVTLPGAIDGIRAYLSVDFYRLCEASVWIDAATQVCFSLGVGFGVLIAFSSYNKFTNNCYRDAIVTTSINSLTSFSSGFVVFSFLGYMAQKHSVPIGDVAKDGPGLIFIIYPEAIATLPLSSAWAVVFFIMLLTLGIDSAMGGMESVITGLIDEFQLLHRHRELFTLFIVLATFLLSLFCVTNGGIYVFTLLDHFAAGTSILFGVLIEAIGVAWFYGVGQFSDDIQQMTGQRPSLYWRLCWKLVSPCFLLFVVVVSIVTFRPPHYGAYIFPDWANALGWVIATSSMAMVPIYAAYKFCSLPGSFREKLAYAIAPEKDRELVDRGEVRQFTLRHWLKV
# PostGolgi ctrl: inhibits growth of the yeast control strain | inhibition, % at 10 µM | 5% of 98,000 active | efflux-deficient yeast background strain, growth absorbance A615, 16 h
# PostGolgi yeast: growth inhibition of a yeast mutant, post-Golgi transport screen | AID 739 | 0.9% of 98,000 active | inhibition, % at 10 µM | post-Golgi transport phenotypic cell assay;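 also: yeast cells grown in 1536-well plates; yeast grown about 18 h at 30C before absorbance read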
# * marks the source's active call; other numbers are inactive results; / = not tested or not shown. Rule as the data show it, unless noted: active = inhibition above about 30%; inactive = the rest.
SMILES,sEH act,S1P2 blocker,sEH inh,CYP2C19 inh,S1P2 ag,CYP2C19 act,DAT uptake mod,PostGolgi ctrl,PostGolgi yeast
CN=C(Nc1ccccc1)SC1CC(=O)N(c2ccc(C(=O)OC)cc2)C1=O (centres undefined),0,-3,1,38,-8,0.6,-0.32,37*,5
CC(C(=O)N1CCc2ccccc21)N1CCc2ccccc2C1 (centres undefined),6,14,-4,/,-5,/,0.041,/,/
Cc1cc(C(=O)OCC(=O)N2CCc3ccccc32)c(C)o1,/,/,/,-11,/,1.1,-0.35,2,3
CO/N=C(/CS(=O)c1ccc(Br)cc1)c1ccc(OC)cc1 (centres undefined),-3,6,4,100*,0,0,-0.011,9,3
Cc1cc(C)cc(Oc2ccc(C(F)(F)F)cc2C#N)c1,1,-2,-2,58*,0,0.4,0.75,-1,-1
CCCNc1nc(N)nc(-c2cc(Cl)ccc2OC)n1,-4,-22,6,74*,0,0.3,2.5,14,2
COc1ccc(S(=O)(=O)N2CCN(CCC(=O)Nc3ccccc3F)CC2)cc1,17,-15,-20,87*,0,0.1,-0.069,2,-1
Cc1cc2cc(CCNC(=O)C(C)C)c(=O)[nH]c2cc1C,10,3,-6,/,-6,/,-0.66,/,/
Cc1ccc(OCCCC(=O)N2CCOCC2)cc1,-4,14,3,75*,-9,0.2,0.79,3,-2
Cc1cc(C(F)(F)F)nn1CC(=O)N1CCCCC1C (centres undefined),2,14,-3,-22,-4,1.2,0.013,3,1
COc1ccccc1NC(=O)c1ccc(CN2CCOCC2)cc1,/,/,/,27,/,0.7,1.3,-5,-3
Cc1cccc(C)c1NC(=O)C(c1ccc(Cl)cc1Cl)N1CCCCC1 (centres undefined),-9,-3,10,13,-7,0.9,-0.39,16,1
Cc1ccccc1OCCCn1c(=O)sc2ccccc21,2,0,1,33,-10,0.7,-0.99,20,-7
Cn1c(-c2cc3ccc(OC(=O)C(C)(C)C)cc3oc2=O)nc2ccccc21,9,2,-6,22,34*,0.8,1.6,8,-25
Cc1nn(C)c(C)c1S(=O)(=O)N(CC(=O)NC1CCCCCC1)c1ccc(C(C)C)cc1,7,-1,-10,10,-3,0.9,0.67,-7,-19
Cc1ccc(C(=O)C(C)OC(=O)c2cc3cc([N+](=O)[O-])ccc3oc2=O)cc1 (centres undefined),18,11,-19,16,-6,0.8,-1.5,-4,-9
Cc1cc[n+](-c2nc3ccccc3nc2C(=C=[N-])C#N)cc1,-7,8,10,-16,-8,1.2,-1.8,6,0
Nc1ccc(CC2SC(=O)NC2=O)cc1 (centres undefined),-2,-6,1,4,-6,1,-0.11,2,-3
COc1ccc(-n2ncc3c(NCCCN4CCOCC4)ncnc32)cc1,2,0,1,4,-9,1,1.5,6,-13
Clc1ccccc1OCCN1CCCCC1,-5,22,6,44,-10,0.6,-0.54,-2,-6
COc1ccc(-n2c(N)c(Br)c(=O)[nH]c2=O)cc1,20,-10,-20,-3,-1,1,0.14,0,6
CCCOc1ccc(C2c3c(oc4ccccc4c3=O)C(=O)N2CCCN2CCOCC2)cc1 (centres undefined),/,15,/,54*,-6,0.5,0.88,8,10
O=C(Nc1ccccc1)N1CC=C(c2ccccc2)CC1,-19,-6,21,33,-3,0.7,-0.4,17,-11
COC(=O)Nc1nnc(SCc2ccc(C)cc2)s1,-5,-19,5,/,1,/,0.0068,/,/
Cc1occc1C(=O)NC(C)C1CCCO1 (centres undefined),10,-9,-5,5,-7,1,-0.88,1,-1
# (list continues)
SMILES,sEH act,S1P2 blocker,sEH inh,CYP2C19 inh,S1P2 ag,CYP2C19 act,DAT uptake mod,PostGolgi ctrl,PostGolgi yeast
Cc1ccc(C(C)C)c(OCC(=O)c2c(O)c3ccccc3oc2=O)c1,9,9,-6,/,-1,/,0.35,/,/
Oc1ccc2ccccc2c1C=Nc1ccc(N2CCOCC2)cc1,3,4,-6,20,-5,0.8,-0.86,-2,-4
CC(=O)Nc1ccc(S(=O)(=O)N2CCN(C(=O)Cc3ccccc3)CC2)cc1,-12,9,10,/,-4,/,-0.89,-9,-4
O=C(Nc1cccc(Cl)c1)N(Cc1nc2ccccc2c(=O)[nH]1)C1CCCC1,-18,14,20,-8,-5,1.1,0.27,25,1
O=C(CSc1nnc(-c2ccco2)o1)NC1CCCCCC1,-14,-6,17,75*,-1,0.2,1.1,4,-3
OC(COc1ccc(Cl)cc1)CN1C2=NCCCN2c2ccccc21 (centres undefined),4,13,-4,3,-4,1,0.87,12,-5
O=C(COc1ccccc1)NCC1CCCO1 (centres undefined),11,4,-11,/,-1,/,-0.13,/,/
c1ccc(Cc2nn3c(Cn4nnc5ccccc54)nnc3s2)cc1,16,-4,-14,21,-10,0.8,/,4,-7
CCn1c(C)c2c([n+]1CC)CC(C)(C)CC2=O,22,-17,-28,-4,-2,1,-0.21,5,0
C/C(=N/Oc1nc(C)cc(C)n1)c1ccccc1,-4,-9,2,16,-1,0.8,-0.33,4,6
COc1ccc(CCNc2nc(-c3sc(N)nc3C)cs2)cc1OC,-7,-9,6,36,-3,0.6,1.5,9,3
CCc1nc(Nc2ccc3nccnc3c2)c2oc3ccccc3c2n1,2,-10,-1,-12,46*,1.1,-0.28,4,18
CC1(C)CC(=O)C(=Cc2cn(-c3ccccc3)nc2-c2ccc(Cl)cc2)C(=O)C1,-17,16,19,34,-2,0.7,0.62,24,6
O=[N+]([O-])c1ccc2c(c1Nc1ccccc1)=NC1(CCCCC1)N=2,-4,8,6,10,-1,0.9,1.1,2,10
CC1(C)COC(c2cccn2Cc2ccccc2Cl)=N1,-7,-3,8,2,-4,1,-0.0018,1,-2
O=C1C2CCCN2C(c2cccc(Br)c2)N1c1ccc(F)cc1 (centres undefined),-5,-2,8,16,-1,0.8,-1.9,-1,-3
Cc1ccc(CN2CCN(C(=O)C3CCC3)CC2)cc1,6,4,-6,/,-3,/,-0.0048,28,-1
Cc1ccc(N(CC(=O)NCc2ccc(F)cc2)S(=O)(=O)c2cccs2)cc1,12,4,-12,99*,-6,0,-0.36,4,14
CCn1c2ccccc2c2cc(NC(=S)N3CCOCC3)ccc21,/,7,/,11,-9,0.9,0.47,18,8
C=CCc1c(C)nc(C)nc1N/N=C/c1ccc(N(C)C)cc1,-13,3,14,27,1,0.7,0.29,-1,1
COc1cc2c(cc1OC)-c1cc(Nc3ccc4c(c3)OCCO4)nc(=O)n1CC2,11,-51,-9,36,20*,0.6,0.85,-6,-2
Nn1c(CN2CCCCC2)nc2ccccc2c1=O,-7,-31,5,-11,-1,1.1,-0.52,31*,-2
CS(=O)(=O)Nc1ccc(C(=O)NCC2CCCO2)cc1 (centres undefined),6,4,-4,-22,-1,1.2,0.57,12,7
Cn1c(NCc2ccco2)nc2c1c(=O)n(Cc1ccc(Br)cc1)c(=O)n2C,-3,5,-1,6,-3,0.9,-0.012,32*,-6
COC(=O)C1=C(O)/C(=C\c2ccc(CNC(=O)C(=O)Nc3ccc(C)cc3)o2)N=C1C,-8,2,9,59*,-6,0.4,0.31,-4,6
# The results go on:
SMILES,sEH act,S1P2 blocker,sEH inh,CYP2C19 inh,S1P2 ag,CYP2C19 act,DAT uptake mod,PostGolgi ctrl,PostGolgi yeast
Cn1ncc(Cl)c1C(=O)Nc1sc2c(c1C(N)=O)CCC2,12,-22,-8,/,5,/,1.4,/,/
O=C(NCC1CCCO1)c1ccc(S(=O)(=O)N2CCC(c3nc4ccc(Cl)cc4[nH]3)CC2)cc1 (centres undefined),-81,-24,81*,/,-2,/,-0.24,/,/
CCSc1ncc(/C=N/Nc2ccccc2)n1C,10,15,-8,44,-4,0.6,-0.27,18,6
Cc1nc2ncnn2c(N2CCN(C(=O)c3cccc(F)c3)CC2)c1Cc1ccccc1,/,/,/,-6,/,1.1,-0.54,1,15
CNC(=S)NNC(=O)COc1ccccc1C,9,2,-6,16,-6,0.8,0.82,5,-3
Cc1cccc(OCC(=O)NC(=S)Nc2ccc(S(=O)(=O)NC3CCCCC3)cc2)c1,-37,1,37,29,-6,0.7,-0.0053,15,-2
COC(=O)c1c(C(=O)OC)c2n(c1C)Cc1ccccc1C2,-2,-1,2,23,-2,0.8,-0.46,10,2
Cc1ccc(-n2c(C)nnc2SCC(=O)Nc2ccccc2)cc1,1,-1,-1,/,-8,/,0.37,/,/
CSCC[C@H](NC(=O)OC(C)(C)C)c1nnc(SCC(N)=O)o1,3,13,-3,12,-1,0.9,-0.32,4,3
O=C(NCc1cccs1)c1cccc(Nc2nc3ccc(Br)cc3[nH]2)c1,-15,9,14,33,-4,0.7,0.11,1,4
O=C(O)CN(Cc1ccco1)S(=O)(=O)c1ccccc1,-5,23,5,-12,-4,1.1,-0.77,7,-2
CCOC(=O)c1c(C)oc2c1c(C(c1ccccc1)N1CCOCC1)c(O)c1ccccc12 (centres undefined),-7,-3,8,23,-8,0.8,-0.69,29,-4
CCCCOc1ccc(S(=O)(=O)n2c(C)nc3ccccc32)cc1,-1,-3,-1,39,-2,0.6,-0.49,-10,2
Cc1ccc(S(=O)(=O)N2CC(=O)Nc3ccccc32)cc1C,-7,2,7,60*,-8,0.4,-1.5,9,16
CCCn1c(CN2CCN(C)CC2)nc2ccccc21,-4,11,3,27,-3,0.7,-1.1,4,-5
COc1ccc(OC)c(NS(=O)(=O)Cc2ccccc2)c1,/,-6,/,94*,1,0.1,/,4,15
CCN(CC)c1cnn(C/C(=N\OC)c2ccc(Cl)cc2)c(=O)c1Br,-5,-14,3,97*,-9,0,-0.057,24,-8
COc1ccc(/C=C2\SC(c3ccc(C)cc3)=NC2=O)cc1OC,5,-51,-8,11,-5,0.9,-0.024,9,-7
Cc1ccc(N(C)C(=O)N2CCN(S(=O)(=O)c3ccc(C)cc3)CC2)cc1,/,0,/,95*,-2,0.1,1.1,28,-5
O=Cc1ccc(OCc2ccccn2)cc1,14,-12,-11,/,1,/,-0.93,/,/
CCOC(=O)N1CCN(S(=O)(=O)c2cc(Br)cnc2N)CC1,8,13,-4,95*,-2,0.1,-0.58,-8,-6
CC(=O)c1cn(CC(=O)NCC2CCCO2)c2ccccc12 (centres undefined),10,2,-7,17,-7,0.8,-0.046,8,-3
O=C(/C=C/c1ccccc1)NC(NC(=S)Nc1cccc(Cl)c1)C(Cl)(Cl)Cl (centres undefined),-5,32,3,1,-4,1,-7.3*,11,2
CCc1ccc2c(c1)cc(CN(C(=S)Nc1ccccc1C)C1CC1)c1nnnn12,/,-9,/,-2,-3,1,0.19,-5,16
CCCCC1(C)OC(=O)C(=Cc2ccc(N(C)C)cc2)C(=O)O1 (centres undefined),-2,3,2,2,-7,1,0.029,31*,3
# Remaining list, next part:
SMILES,sEH act,S1P2 blocker,sEH inh,CYP2C19 inh,S1P2 ag,CYP2C19 act,DAT uptake mod,PostGolgi ctrl,PostGolgi yeast
CCN1C(=O)N(C)C(N(O)C(=O)NC)C1(C)C (centres undefined),0,9,-2,-10,-8,1.1,0.011,5,-3
Cc1nc(N2CCC(C)CC2)c2oc3ccccc3c2n1,0,-6,2,67*,2,0.3,-0.87,30*,4
CC(C)(C)c1ccc(C(=O)c2c[nH]c(C(=O)NCc3ccco3)c2)cc1,-7,7,8,28,-4,0.7,/,-1,-7
ONC(=Nc1ccccc1)c1ccccc1Cl,-1,-2,2,33,-7,0.7,0.058,24,-3
O=C(NCCN1CCCCCC1)C1CCN(S(=O)(=O)N2CCOCC2)CC1,-2,13,-1,-14,-9,1.1,-0.41,14,-15
O=C(Nc1ccccc1N1CCCCC1)c1ccccc1F,8,-5,-9,-6,-3,1.1,0.018,34*,-4

# Marked active in S1P2 ag (from the list above):
canonical_smiles	sEH act	S1P2 blocker	sEH inh	CYP2C19 inh	S1P2 ag	CYP2C19 act	DAT uptake mod	PostGolgi ctrl
Cn1c(-c2cc3ccc(OC(=O)C(C)(C)C)cc3oc2=O)nc2ccccc21	9	2	-6	22	34*	0.8	1.6	8
CCc1nc(Nc2ccc3nccnc3c2)c2oc3ccccc3c2n1	2	-10	-1	-12	46*	1.1	-0.28	4
COc1cc2c(cc1OC)-c1cc(Nc3ccc4c(c3)OCCO4)nc(=O)n1CC2	11	-51	-9	36	20*	0.6	0.85	-6
